GSTO1 counter = GSTO1 inhibition, counter-screen for RBBP9 inhibitors; P78417; recombinant GSTO1, activity-based probe fluorescence polarization; inhibition, % at 5.96 µM; actives 1.1% (n = 300,000); AID 1974;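 active means inhibition above the campaign mean inhibition plus 3 SD, cut at about 35% in these data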;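 further: 0% = GSTO1-1 with DMSO and 100% = wells lacking GSTO1-1 enzyme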
Target sequence (P78417 whole entry, looked up): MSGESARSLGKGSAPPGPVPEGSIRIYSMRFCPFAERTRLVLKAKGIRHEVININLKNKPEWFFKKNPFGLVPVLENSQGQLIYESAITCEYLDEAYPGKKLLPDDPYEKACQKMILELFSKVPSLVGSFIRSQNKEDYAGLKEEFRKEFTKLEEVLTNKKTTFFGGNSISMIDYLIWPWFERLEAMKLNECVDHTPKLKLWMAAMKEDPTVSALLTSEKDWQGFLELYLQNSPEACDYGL
PAFAH1B3 inh = blocks human PAF acetylhydrolase 1B catalytic subunit 3 | Q15102 | AID 492972 | actives 0.28% (n = 340,000) | inhibition, % at 3.39 µM | recombinant PAFAH1B3, FP-rhodamine probe, fluorescence polarization;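 active means inhibition above the screen-wide average of all tested compounds plus 3 SD, cut at about 25% in these data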;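 further: 0% = enzyme with DMSO only and 100% = wells lacking PAFAH1B3 protein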
Target sequence (Q15102 whole entry, looked up): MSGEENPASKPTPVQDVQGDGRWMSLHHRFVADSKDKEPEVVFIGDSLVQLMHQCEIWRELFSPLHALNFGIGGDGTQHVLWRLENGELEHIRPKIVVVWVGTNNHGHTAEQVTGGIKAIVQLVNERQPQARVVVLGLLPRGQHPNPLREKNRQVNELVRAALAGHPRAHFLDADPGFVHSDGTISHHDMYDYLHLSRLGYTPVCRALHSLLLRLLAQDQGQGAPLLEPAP
PME-1 primary = blocks human protein phosphatase methylesterase 1. Q9Y570. recombinant PME-1, FP-Rh probe fluorescence polarization. inhibition, % at 5.9 µM. actives 0.53% (n = 320,000);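 active means inhibition above the campaign mean of all compounds plus 3 SD, cut at about 26% in these data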;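 further: competitive labeling of PME-1 active site by serine hydrolase directed probe; 0% = PME-1 with DMSO and 100% = wells lacking PME-1 enzyme; inhibitors block probe labeling so polarization falls and inhibition rises; many of its hits are not listed in these tables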
PAFAH2 inh = inhibitors of human PAFAH2; actives 0.99% (n = 340,000); inhibition, % at 3.39 µM; Q99487; recombinant PAFAH2, FP-rhodamine activity probe, fluorescence polarization;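 active means inhibition above the mean over all tested compounds plus 3 SD, cut at about 30% in these data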;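 further: inhibitors block probe labeling of enzyme so polarization drops; 0% = enzyme with DMSO and 100% = wells lacking PAFAH2 protein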
PAFAH1B2 FP inh = inhibitors of human PAFAH1B2; inhibition, % at 3.39 µM; recombinant PAFAH1B2, FP-rhodamine activity probe, fluorescence polarization; actives 1.2% (n = 340,000); P68402;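 active means inhibition above the mean of all tested compounds plus 3 SD, cut at about 24% in these data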;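 further: 0% = enzyme with DMSO and 100% = wells lacking PAFAH1B2; many of its hits are not listed in these tables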
Target sequence (P68402 whole entry, looked up): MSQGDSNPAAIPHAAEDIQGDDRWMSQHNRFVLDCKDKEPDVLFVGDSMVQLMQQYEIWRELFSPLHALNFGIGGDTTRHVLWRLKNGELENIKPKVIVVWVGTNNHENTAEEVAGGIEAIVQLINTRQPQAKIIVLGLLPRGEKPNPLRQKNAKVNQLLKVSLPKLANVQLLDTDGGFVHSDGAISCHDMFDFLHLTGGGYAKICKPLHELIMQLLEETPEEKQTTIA
LYPLA1 inh = blocks human lysophospholipase 1, a PME1 counter-screen; actives 0.16% (n = 320,000); recombinant LYPLA1, FP-Rh probe fluorescence polarization; inhibition, % at 5.9 µM;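 active means inhibition above the mean of all tested compounds plus 3 SD, set per campaign, cut at about 14% in these data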;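 further: inhibitors block serine hydrolase probe labeling of LYPLA1 so polarization falls; 0% = enzyme with DMSO and 100% = wells lacking LYPLA1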
Target sequence (O75608 whole entry, looked up): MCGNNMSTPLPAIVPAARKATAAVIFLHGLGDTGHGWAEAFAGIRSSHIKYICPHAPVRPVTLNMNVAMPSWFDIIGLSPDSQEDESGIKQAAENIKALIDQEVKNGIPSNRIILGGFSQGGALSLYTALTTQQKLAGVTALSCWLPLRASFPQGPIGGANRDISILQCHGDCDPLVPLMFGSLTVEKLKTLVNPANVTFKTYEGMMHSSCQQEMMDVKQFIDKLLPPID
pPAFAH inh = pPAFAH (human) enzyme inhibition. inhibition, % at 3.39 µM. actives 1.5% (n = 330,000). recombinant pPAFAH, FP-rhodamine probe fluorescence polarization;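 active means inhibition above the mean inhibition across the screen plus 3 SD, cut at about 25% in these data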;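 further: inhibitors block binding of the rhodamine activity-based probe so polarization drops; 0% = enzyme with DMSO and 100% = wells lacking pPAFAH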
PAD4 FP inh = blocks human protein arginine deiminase 4. Q9UM07. recombinant PAD4, RCA probe fluorescence polarization. inhibition, % at 6.36 µM. actives 0.41% (n = 330,000);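 active means percent inhibition above a cutoff equal to the mean of all tested compounds plus 3 SD, cut at about 15% in these data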;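 further: 0% = PAD4 with RCA probe and DMSO and 100% = probe without PAD4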
Fam108B inh = counter-screen for RBBP9 inhibitors: inhibitors of mouse Fam108B; inhibition, % at 9.51 µM; AID 1947; actives 0.33% (n = 300,000); recombinant Fam108B, FP-Rh probe fluorescence polarization;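 active means inhibition above the screen mean inhibition plus 3 SD, computed separately per campaign, cut at about 18% in these data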;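 further: inhibitors lower polarization as less probe binds the enzyme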
Starred values were filed as active, the others as inactive; . = not tested or not shown. Not all compounds are listed, so the mix of outcomes need not match the whole.

Compound	GSTO1 counter	PAFAH1B3 inh	PME-1 primary	PAFAH2 inh	PAFAH1B2 FP inh	LYPLA1 inh	pPAFAH inh	PAD4 FP inh	Fam108B inh
CC(Sc1nnc(-c2ccc(Cl)cc2Cl)n1Cc1ccccc1)C(=O)Nc1nccs1 (stereo not drawn)	-7.8	0.8	8.6	1.8	9.2	3.4	3.8	-5.2	1.2
COc1ccc(S(=O)(=O)N2CCN(CC(=O)N3CCc4ccccc4C3)CC2)cc1OC	.	-4.0	-0.1	-0.3	6.1	0.4	4.0	-1.6	.
Cc1ccc2oc(=O)c3cnn(CC(=O)N(CCC(C)C)Cc4ccco4)c3c2c1	0.5	0.1	-7.1	14.5	1.8	0.8	7.0	1.7	-5.3
COc1ccccc1-n1c(SCC(=O)NC2CCS(=O)(=O)C2)nc2cc([N+](=O)[O-])ccc21 (stereo not drawn)	1.9	-4.1	2.0	6.1	-4.8	-6.7	1.1	3.3	2.1
OC1CCCN(Cc2ccc3c(c2)Cc2ccccc2-3)C1 (stereo not drawn)	-0.2	8.9	-0.9	-4.1	0.4	1.9	6.6	0.6	-1.1
CCCN(CCC)S(=O)(=O)c1ccc(NC(=O)Cc2cccs2)cc1	-1.9	-0.9	-4.9	3.3	0.2	-5.7	10.0	-9.5	0.4
CC(=O)Nc1ccc(N2CCCCC2)c(C(=O)Nc2cccc(C)c2)c1	-6.1	7.4	8.5	3.6	5.7	4.4	7.8	2.3	2.5
O=C1c2cccnc2C(=O)N1Cc1ccc(S(=O)(=O)N2CCOc3ccccc32)cc1	10.1	2.4	-1.8	13.4	3.4	-0.7	1.5	-0.8	-0.8
CC1=C(C/C=C(\C)CCCC(C)CCCC(C)CCCC(C)C)C(=O)c2ccccc2C1=O (stereo not drawn)	6.2	-1.9	-12.7	5.4	3.7	-0.3	2.5	-6.1	-1.5
Nc1ccccc1C#Cc1ccc([N+](=O)[O-])cc1	-1.7	3.3	3.8	1.2	0.9	-0.5	4.6	4.0	1.3
C/C=C/C=N/NC(=O)CN(c1ccc(Br)cc1)S(=O)(=O)c1ccccc1	1.8	-1.1	5.4	9.7	1.4	-3.6	2.4	-3.7	-5.7
COc1ccc(-c2n[nH]c(=S)o2)c(OC)c1	-2.5	3.4	6.8	4.8	2.3	-2.2	3.6	1.1	6.7
Nn1c(SCc2ccc(Br)cc2)nnc1-c1cccnc1	2.6	0.5	3.6	-0.4	7.8	-0.4	2.9	3.9	0.6
O=C(CSc1nnc(-c2ccncc2)o1)Nc1cccc(Cl)c1	.	5.1	.	10.8	5.3	.	-1.9	-2.7	.
COc1ccccc1C(=O)N/N=C1/NC(=O)CC(C(=O)Nc2ccccc2)S1 (stereo not drawn)	3.0	-0.5	-2.8	6.9	2.0	-2.1	1.1	0.6	-1.2
O=C1CCCc2c1cc(-c1ccccc1)n2-c1ccccc1	1.4	9.5	-2.1	2.9	24.5*	1.1	4.8	1.1	5.2
Cc1ccc(/C=C/C(=O)OCC(=O)Nc2ccccc2Sc2ccccc2)cc1	-3.7	-2.7	2.9	-4.3	8.9	-5.8	4.2	2.1	-1.9
Cc1c(NC(=S)NC(=O)c2cccc3ccccc23)cccc1C(=O)O	-0.2	10.4	7.3	-6.5	-4.8	-1.8	7.3	-3.9	1.2
Cc1oc(-c2ccccc2F)nc1CS(=O)(=O)CC(=O)N1CCN(Cc2ccccc2)CC1	-0.6	2.1	-2.5	0.1	1.3	1.4	0.9	-7.4	-2.5
Fc1ccc(NC(=S)Nc2ccc(Cl)cc2Cl)cc1	-7.9	.	2.8	.	.	-3.7	3.3	-4.5	1.1
COc1cccc(C2=CC(=O)C[C@H](c3ccc(F)cc3)C2)c1OC	.	2.1	4.5	-13.9	-7.8	2.7	17.6	4.0	.
COC(=O)C1=C(C(=O)OC)[C@@H]2N(C)c3ccccc3[C@@]23C[C@@H](C(=O)OC)N(C(=O)c2cccs2)C3=N1	12.2	12.9	2.8	5.4	7.1	3.7	-1.9	2.1	3.5
O=C(CSc1nc2c(c(=O)n1-c1ccc(F)cc1)SCC2)N1CCCC1	-12.0	6.5	0.1	-1.6	4.8	0.3	-5.1	0.9	3.6
COc1ccc(C2=Nn3c(nnc3-c3ccccc3F)SC2)cc1OCC1CC1	.	12.8	.	11.5	11.7	.	19.6	6.3	.
COc1ccccc1[C@H]1C(c2cccc(C)c2)=NN(c2ccccc2)[C@@H]1CO	.	9.6	.	7.9	1.7	.	5.6	-0.8	.
CSc1cccc(NC(=O)CC2Oc3ccccc3NC2=O)c1 (stereo not drawn)	-3.4	8.4	-4.7	-2.8	1.8	-1.9	-0.4	-3.0	-0.3
Cc1ccccc1NN1C(=O)C=CC1=O	1.0	5.6	2.4	-0.5	2.2	3.1	5.1	-2.4	0.8
Brc1cc2c(cc1C1Nc3ccccc3C3C=CCC31)OCO2 (stereo not drawn)	2.1	3.8	0.4	-2.8	-4.6	-2.0	1.1	0.3	-1.9
COc1ccc(-c2[nH]nc3c2C(c2ccc(OC(=O)N4CCOCC4)cc2)C(C#N)=C(N)O3)cc1 (stereo not drawn)	18.5	.	14.9	.	.	0.2	5.1	-8.4	0.9
CC1(C)Cc2noc(N)c2C(C)(C)N1O	-1.0	3.0	-2.4	-4.3	-2.2	2.6	-4.7	-3.2	-0.6

Other entries follow:
Compound	GSTO1 counter	PAFAH1B3 inh	PME-1 primary	PAFAH2 inh	PAFAH1B2 FP inh	LYPLA1 inh	pPAFAH inh	PAD4 FP inh	Fam108B inh
Cc1ccc(OCCOC(=O)c2nc3nccc(C)n3n2)cc1	1.0	0.7	-4.4	9.6	4.6	-0.8	-10.4	-5.9	-5.1
COc1ccc(Cc2nc(-c3cccs3)no2)cc1OC	4.5	7.3	-3.3	-0.4	2.5	-0.7	-4.0	-2.6	-1.6
CCOc1ccccc1OCCC(=O)OCC(=O)c1ccc[nH]1	7.4	7.8	-3.5	5.6	-0.5	2.8	4.1	0.4	5.2
CCCCn1c(N)c(N(CCOC)C(=O)COc2ccc(C(C)=O)cc2)c(=O)[nH]c1=O	2.5	7.4	-8.7	-0.6	-2.4	-0.4	4.0	5.2	2.3
CN1C(=O)C(C)(C)c2cc(S(=O)(=O)N3CCCC(C(=O)NCc4ccccc4Cl)C3)ccc21 (stereo not drawn)	-0.1	3.1	4.1	8.6	2.2	3.1	2.6	2.1	1.1
O=C(CCCc1nc2ccccc2s1)N1CCN(c2ccccc2)CC1	2.7	1.2	2.6	8.6	4.7	1.8	4.3	1.1	2.1
Cc1cccc(NC(=O)COC(=O)[C@@H]2CCCN2C(=O)c2cccs2)c1	.	4.0	.	-0.4	7.4	.	9.1	2.2	.
CCCNC(=O)Cn1cnc2sc(C(=O)Nc3ccc4c(c3)OCO4)c(C)c2c1=O	-1.1	3.6	2.5	3.5	-0.6	-1.5	6.6	-3.0	-1.9
Cc1ccccc1C1CC(=O)Oc2cc(O)ccc21 (stereo not drawn)	.	40.6*	.	40.1*	33.7*	.	32.0*	81.7*	.
O=S(=O)(Cc1ccccc1)Oc1ccccc1	-2.0	2.1	-3.6	7.9	7.8	-0.9	3.9	-3.2	0.9
CNc1nc(C)nc(N/N=C/c2ccccc2)n1	13.0	5.5	5.5	1.0	7.2	1.6	3.6	3.0	6.8
[C-]#[N+][C@H](O[C@@H]1O[C@H](CO)[C@@H](O)[C@H](O)[C@H]1O)c1ccccc1	1.2	0.4	4.6	-4.9	4.2	-1.3	7.5	-2.0	1.9
COC(=O)[C@@]12CCCN1[C@H](c1ccc(-c3cccc(Cl)c3)cc1)[C@H]1C(=O)N(C)C(=O)[C@H]12	-6.4	-1.9	-7.9	-10.3	-11.4	-4.2	6.3	-1.2	-2.9
CCCn1c(SCC(=O)NC2CCCC2)nnc1-c1cccnc1	-0.9	12.1	-4.8	-2.0	4.3	-1.5	8.0	-2.9	1.3
CCN(C[C@H]1N[C@@](CC)(C(=O)OC)[C@H]2C(=O)N(Cc3ccccc3)C(=O)[C@@H]12)S(=O)(=O)c1ccc(C(C)(C)C)cc1	.	-9.5	.	5.2	0.9	.	-0.9	-0.1	.
O=C(NCc1ccc2c(c1)OCO2)C12CC3CC(CC(C3)C1)C2	7.2	3.6	-7.3	-0.6	18.8	-2.0	9.7	-6.1	0.5
O=C(NCC(=O)N1CCCC(C(F)(F)F)C1)c1ccccc1Br (stereo not drawn)	-0.3	6.7	2.5	4.2	2.6	0.8	0.0	-5.1	1.5
CCOc1ccccc1NC(=O)c1nc(S(=O)(=O)Cc2cccc(C)c2)ncc1Cl	1.8	-1.8	-8.8	-0.6	0.5	1.0	-5.2	-0.6	-2.5
CCCc1c(C)c2ccccc2[nH]c1=O	5.9	5.6	-1.7	-11.9	0.2	-3.5	6.2	2.2	2.5
CCOC(=O)c1[nH]c(C)c(CCC(=O)OC)c1C	-3.7	5.0	-2.9	9.5	3.1	3.6	5.8	-1.7	-0.5
N#C/C(=C/c1cn(CC(=O)O)c2ccccc12)C(=O)NCc1ccccc1	2.5	-5.5	0.3	-6.5	6.9	-2.5	-1.5	-9.4	-0.5
Clc1ccc(CSc2nnc(/C=C/c3ccccc3)o2)cc1	-2.1	8.9	2.9	-8.2	4.0	-2.0	-9.3	-6.0	-1.1
O=C(Nc1ccc2nn(-c3ccccc3)nc2c1)c1cccs1	-9.6	1.7	-7.5	-3.0	0.1	0.7	-0.4	-7.1	-3.4
c1ccc(C2Oc3ccccc3C3CC(c4cccs4)=NN32)cc1 (stereo not drawn)	1.7	8.8	-10.0	2.3	2.7	-3.5	6.2	-2.9	-1.9
O=c1cc(O)nc(SCc2ccccc2)[nH]1	1.9	1.8	-0.8	4.2	12.7	0.5	2.5	1.1	2.1
